# Epigenetic reg – Quantitative High-Throughput Screen for Regulators of Epigenetic Control; murine LDR cells, GFP reporter derepression, 30 h; Potency, µM (highest dose often 53.9 µM), for the others: at the highest dose GFP activation, most hits filed as activators; hit rate 0.2% among 280,000; also: potency is read from the fitted curve at half-maximal effect; % of control where 0% means no effect; nearly all actives have a fitted effect of over 60% in size
#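 Readout is the number of GFP-expressing murine LDR cells, counted by cytometry following washing. Cells were treated with compound for 30 h at 37 C; the stably integrated CMV-GFP locus is normally silent.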
# GLA spleen mod – qHTS Assay for Inhibitors and Activators of Human alpha-Galactosidase From Spleen Homogenate; Potency, µM (highest dose often 80 µM), without a hit: top-dose activity change, negative = inhibition, most hits filed as inhibitors; human spleen homogenate, 4MU-alpha-Gal fluorescence, 40 min; Alpha-galactosidase A (Homo sapiens), P06280; AID 2107, 2009; hit rate 0.008% among 240,000;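 also: potency is read from the fitted curve at half-maximal effect; 0% = enzyme with vehicle and -100% = no enzyme basal signal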
# Target sequence (P06280 32-429 limits assumed): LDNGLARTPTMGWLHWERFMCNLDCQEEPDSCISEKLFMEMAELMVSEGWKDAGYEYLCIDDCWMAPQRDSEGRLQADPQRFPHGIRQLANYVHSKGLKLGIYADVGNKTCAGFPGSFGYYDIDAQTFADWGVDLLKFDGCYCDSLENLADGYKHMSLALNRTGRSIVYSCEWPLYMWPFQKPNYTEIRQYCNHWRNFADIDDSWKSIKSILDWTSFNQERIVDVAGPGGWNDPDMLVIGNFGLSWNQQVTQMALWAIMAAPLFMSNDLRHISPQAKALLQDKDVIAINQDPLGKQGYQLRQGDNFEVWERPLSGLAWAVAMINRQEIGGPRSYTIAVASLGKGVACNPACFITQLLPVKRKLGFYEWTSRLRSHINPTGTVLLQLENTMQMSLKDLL
#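 qHTS titration in buffer at pH 5.0. Alpha-galactosidase activity in spleen homogenate was measured via 4-methylumbelliferone release from 1 mM fluorogenic substrate after 40 min at 37C and a pH 10 stop. AC50 came from Hill fits of control-normalized data.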
# NPSR antag – qHTS Assay for Antagonists of the Neuropeptide S Receptor: cAMP Signal Transduction; hit rate 1% among 220,000; Q6W5P4; AID 1461, 2008; CHO-NPSR cells, cAMP TR-FRET, antagonist mode; Potency, µM (titrated, usually from 38.3 µM), without a hit: top-dose activity change, negative = inhibition, usual class: inhibitors; also: potency is read from the fitted curve at half-maximal effect; % is scaled to controls: 0 for no effect and ±100 for the full control effect; nearly all actives have a fitted effect of over 50% in size; many of its hits are not listed in these tables
# Target sequence (Q6W5P4 whole entry, looked up): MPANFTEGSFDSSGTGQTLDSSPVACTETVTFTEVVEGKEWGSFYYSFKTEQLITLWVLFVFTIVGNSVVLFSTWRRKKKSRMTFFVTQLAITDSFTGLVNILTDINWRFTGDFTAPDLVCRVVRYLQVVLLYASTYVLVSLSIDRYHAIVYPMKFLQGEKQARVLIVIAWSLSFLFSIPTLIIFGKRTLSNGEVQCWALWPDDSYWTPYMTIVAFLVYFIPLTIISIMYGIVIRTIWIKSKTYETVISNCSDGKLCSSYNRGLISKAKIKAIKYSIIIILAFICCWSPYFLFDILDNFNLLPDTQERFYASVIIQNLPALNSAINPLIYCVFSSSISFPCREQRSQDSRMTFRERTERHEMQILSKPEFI
# KinaseGlo FLuc – Counterscreen for Luciferase (Kinase-Glo TM) Inhibition. Luciferin 4-monooxygenase (Photuris pensylvanica), Q27757. Kinase-Glo luciferase, ATP luminescence, 8 min. Potency, µM (top dose mostly 38.3 µM), without a hit: at the highest dose activity change, negative = inhibition, actives largely listed as inhibitors. hit rate 0.28% among 200,000; also: potency is read from the fitted curve at half-maximal effect; % is scaled to controls: 0 for no effect and ±100 for the full control effect; nearly all actives have a fitted effect of over 60% in size
#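 Light output from Kinase-Glo luciferase with luciferin and 10 uM ATP in 50 mM imidazole pH 7.2, KCl, MgCl2, Tween 20, BSA; compound pin-delivered, 8-min ambient incubation, then luminescence read.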
# CBFb RUNX1 block – qHTS Assay for Compounds Blocking the Interaction Between CBF-beta and RUNX1 for the Treatment of Acute Myeloid Leukemia | Runt-related transcription factor 1 (Homo sapiens) + Core-binding factor subunit beta … | AlphaScreen CBFb-His/RUNX1-biotin binding, biochemical | Potency, µM (doses to about 59.8 µM), for inactives: at the highest dose activity, negative = inhibition, most hits filed as inhibitors | 230,000 tested, under 10 active; also: % of control where 0% means no effect
#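 Inhibition was taken as any reduction in AlphaScreen signal from the CBF-beta–RUNX1 pair (His and biotin tags, 30 nM each), measured after compound (15 min) and bead (90 min) incubations at room temperature.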
# IMPase Li cell – qHTS Assay for Identifying the Cell-Membrane Permeable IMPase Inhibitors: Potentiation with Lithium; CHO-M1 cells, IP1 TR-FRET (IP-One), carbachol + lithium; Potency, µM (series often up to 59.4 µM), for the others: at the top dose activity, negative = IMPase inhibition, most hits filed as inhibitors; hit rate 0.35% among 210,000;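 also: IP1 builds up when IMPase is blocked and the TR-FRET signal falls; potency is read from the fitted curve at half-maximal effect; plate controls were basal vehicle for no effect and high inhibitor control for full effect; nearly all actives have a fitted effect of over 50% in size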
#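 Test compounds were applied to CHO-M1 cells previously cultured for 16–30 h at 2000 per well. A small lithium amount accompanied them; after 30 min at 37C, IP1 was quantified by TR-FRET.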
# Lamin A splicing – qHTS Assay for Modulators of Lamin A Splicing | hit rate 0.01% among 200,000 | AID 1487, 2009 | Potency, µM (series often up to 46.1 µM), without a hit: top-dose ratio change, negative = inhibition, most hits filed as inhibitors | HeLa LMNA splicing GFP/RFP minigene ratio, 48 h; active = well fitted inhibition curve with a large enough effect in the signal ratio, with a control signal flat, not every such curve was filed as active; inconclusive = small, poorly fitted or top-dose-only effect, or effect the other way, or a change in a side signal; the % refers to the signal ratio; also: potency is read from the fitted curve at half-maximal effect; % is scaled to controls: 0 for no effect and ±100 for the full control effect
#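 S3 HeLa stable clones carrying a lamin A-EGFP splicing minigene plus DsRed2 were seeded at 600 cells/well in Opti-MEM with 2% FBS, pin-dosed and incubated 48 h at 37°C. Acumen cytometry (488 nm) gave the GFP/RFP total-intensity ratio.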
# * marks the source's active call; other numbers are inactive results; ? = inconclusive; / = not tested or not shown; & = joins results of further samples; [ ] = remark or other dose. Unless noted, calls follow the shape of the dose curve; as a rule, active = well fitted curve in the direction sought with a large enough effect; inconclusive = small, poorly fitted or top-dose-only effect, or another doubt; inactive = no such curve, though single readings can be large; an effect the other way counts as inactive or inconclusive. These rows are one share of the data; the hit share may differ from the screen's.
SMILES,Epigenetic reg,GLA spleen mod,NPSR antag,KinaseGlo FLuc,CBFb RUNX1 block,IMPase Li cell,Lamin A splicing
CC(NC(=S)NCCc1ccccc1)C(c1cccs1)N1CCN(Cc2ccccc2)CC1 (centres undefined),1.4%,-3.3%,-42.7%,0.8%,3.2%[2.36 µM],12.3%,?
CCOC(=O)c1c(/N=C/c2ccccc2O)sc2c1CCC2,0.0%,3.8%,12.1%[46.1 µM],/,-7.0%,/,-3.3%
C=CCOc1ccc(C(=O)NC2CCCCC2)cc1,5.0%,6.3%,-10.1%[46.1 µM],-9.0%,3.1%,35.5%[activator][38.3 µM],2.2%
CCOC(=O)N1CCN(c2nc3ccccc3nc2C(C#N)S(=O)(=O)c2ccc(C)cc2)CC1 (centres undefined),0.9%,9.0%,-6.8%[46.1 µM],6.2%,5.8%,-4.0%,-12.8%
COCCNC(=O)C(=O)N/N=C/c1ccc(C(=O)OC)cc1,1.1%,5.0%,3.1%,-3.3%,2.6%,3.2%,12.1%[46 µM]
O=C(C1=C[C@@H](c2ccc3c(c2)OCO3)C[C@@H](OCCCCO)O1)N1CCN(Cc2ccc3c(c2)OCO3)CC1,-3.3%,2.9%,22.7%,/,-0.1%,7.7%,/
CCOc1cc(N2CCOCC2)c(OCC)cc1NC(=O)c1c(-c2ccccc2Cl)noc1C,1.3%,0.1%,-44.7%,1.0%,?,8.7%,7.8%[9.22 µM]
O=C(COC(=O)CC1CC2CCC1C2)Nc1c(F)cccc1F (centres undefined),1.5%,-2.6%,-3.1%,0.5%,-0.7%,-4.0%,-9.1%[46 µM]
CCCn1nc(NS(=O)(=O)c2ccccc2)c2cc3cc(C)ccc3nc21,-5.6%,0.7%,-32.2%,0.4%,7.5%,9.7%,-18.6%
COc1cc(-c2cc(=O)c3c(O)c(OC)c(OC)cc3o2)cc(OC)c1O,0.0%,1.8%,-20.4%,/,-8.5%,/,/
CCOc1cc(C)c(Cl)cc1S(=O)(=O)NC1CC(C)(C)NC(C)(C)C1,-3.4%,-4.0%,-1.9%,-1.7%,-1.6%,5.2%,-2.3%
Cc1cc(NC(=O)Cn2c(=O)c3c(ncn3CC(C)C)n(Cc3ccccc3)c2=O)no1,1.3%,-3.7%,-8.1%[46.1 µM],-1.4%,-2.1%,-1.5%[38.3 µM],9.2%
Cc1csc(NC(=O)c2cc3c(s2)CCCC3)n1,-1.0%,8.8%,-21.2%[46.1 µM],/,-0.8%,/,?
COCCNc1nc(-c2ccccc2C)nc2ccccc12,-2.5%,-4.9%,/,-2.7%,/,16.5%,-5.2%
O=C(Nc1ccc(-n2cnnn2)cc1)C(c1ccccc1)c1ccccc1,2.7%,-10.7%,-23.0%,5.0%,4.4%,8.2%,-19.5%[46 µM]
O=C1CC(c2ccccc2)Cc2nc(NCc3ccco3)ncc21 (centres undefined),-2.1%,4.1%,-20.1%[46.1 µM],0.4%,-4.6%,28.0%[38.3 µM],-0.8%
O=C(Nc1ccc(Cl)cc1)Nc1cccc2nsnc12,0.0%,4.9%,?,/,?,/,/
CCCC1(C(=O)OC)NC(c2ccco2)C2C(=O)N(c3ccc(C)cc3)C(=O)C21 (centres undefined),1.2%,10.5%,-11.4%[46.1 µM],/,-1.4%,/,7.1%
CCc1ccc(N2CC(C(=O)N/N=C/c3cccc([N+](=O)[O-])c3)CC2=O)cc1 (centres undefined),-2.3%,-4.5%,-13.4%[46.1 µM],-1.0%,6.2%,-10.6%[38.3 µM],7.9%
O=C(Nc1ccc(Cl)cc1F)c1ccccc1Br,-1.6%,4.7%,-1.9%,-3.4%,-2.3%,1.7%,5.2%
Cc1cc(C(=O)CSc2nnnn2C)c(C)n1C1CC1,0.0%,-0.8%,-1.0%,-2.5%,-3.2%,6.1%,/
COc1ccc(C(OC(=O)c2ccco2)C(=O)NC2CCCCC2)cc1OC (centres undefined),0.0%,7.5%,-0.6%[46.1 µM],-2.6%,4.9%,6.4%[38.3 µM],?
Cc1cc(NC(=O)CSc2nc3ccsc3c(=O)n2Cc2ccccn2)n[nH]1,0.1%,2.0%,-17.0%[46.1 µM],-3.9%,-16.9%,-7.0%[38.3 µM],-0.6%
N#Cc1cc(NCC2CCCO2)c([N+](=O)[O-])cc1C#N (centres undefined),1.1%,4.5%,17.4%,3.0%,-9.2%,4.7%,2.1%
NC(=O)C1CCN(C(c2ccccc2)c2nnnn2C2CCCC2)CC1 (centres undefined),3.5%,1.1%,-16.4%[46.1 µM],-2.6%,5.5%,6.5%,-12.1%

# Additional compounds follow.
SMILES,Epigenetic reg,GLA spleen mod,NPSR antag,KinaseGlo FLuc,CBFb RUNX1 block,IMPase Li cell,Lamin A splicing
CCc1ccc(NC(=O)CSc2nc3ccccc3c(=O)n2CCN2CCOCC2)cc1,0.0%,-5.6%,-14.4%[46.1 µM],1.7%,0.1%,4.0%[38.3 µM],?
Cc1cnc(C(=O)N2CCCC(C(=O)c3ccc(Cl)cc3C)C2)cn1 (centres undefined),-1.0%,13.0%,-2.1%,1.6%,0.8%,6.6%,?
NC(=O)C1CC(=O)N(c2ccc(OCC(=O)Nc3cccc(C(F)(F)F)c3)cc2)C1 (centres undefined),-0.2%,1.4%,-20.3%[46.1 µM],4.8%,-3.5%,13.5%[38.3 µM],-3.0%
Cc1cccc(N=Nc2c(O)[nH]c3ccc(F)cc23)c1,7.0%,-21.6%,-3.8%,-2.2%,-14.0%,0.8%,?
COc1ccc(NC(=O)CN(c2cc(C)cc(C)c2)S(=O)(=O)c2c(C)noc2C)cc1,0.8%,1.9%,-23.0%[46.1 µM],-2.1%,6.1%,6.6%[38.3 µM],-17.3%
CCOCCCNC(=O)CCCn1nc(C)n2c(cc3sccc32)c1=O,1.7%,-4.0%,0.4%[46.1 µM],-0.2%,0.1%,6.7%[38.3 µM],-3.4%
CC(=O)N1N=C(c2ccc3ccccc3c2)OC1(C)C,0.0%,4.7%,14.1%,1.2%,3.0%,-0.4%,?
COc1ccc(C(Nc2ccccn2)c2c(NC(=O)c3ccco3)sc(C)c2C)cc1OC (centres undefined),-0.1%,-0.4%,-37.4%,-2.6%,-14.8%,6.0%,-12.2%
CCOc1cc(/C=C(\C#N)c2nc(-c3cccs3)c(NC(C)=O)s2)ccc1O,19.5%,1.3%,-29.7%,-0.3%,3.8%,15.2%,?
CCn1c(=O)c(C(=O)NCc2cccnc2)c(O)c2ccccc21,-4.2%,4.3%,-15.4%[46.1 µM],-8.5%,0.0%,-17.6%[38.3 µM],?
Cc1cc(C)c(C#N)c(Sc2ccc(N)cc2)n1,-1.8%,8.3%,14.4%,-0.3%,0.7%,1.2%,-0.7%
Cc1c(Cl)cccc1Nc1nc(N)nc(CSc2nc3ccccc3s2)n1,-1.9%&1.3%,-0.3%,-3.4%[46.1 µM],2.6%,-13.3%,6.0%,-13.7%
COC(=O)CN1C(C)=Nc2ccc(C)cc2C1c1ccccc1 (centres undefined),-5.7%,-2.5%,-5.1%,-0.6%,0.8%,16.1%,11.8%[46 µM]
O=c1cc(-c2ccccc2)c2ccc(O)c(CN3CCCCC3)c2o1,-1.1%,0.0%,-7.7%[46.1 µM],0.4%,4.8%,19.8%[38.3 µM],-21.5%
O=C(COC(=O)CCC(=O)c1ccc(F)cc1)Nc1ccc(N2CCOCC2)cc1,-0.7%,-0.3%,-3.5%[46.1 µM],10.3%,-8.7%,3.7%[38.3 µM],-0.3%
CCn1c(=O)c2cc(S(=O)(=O)NCc3ccccc3)ccc2n(CC)c1=O,2.4%,-9.6%,-15.3%[46.1 µM],4.0%,3.0%,22.6%[38.3 µM],-28.5%
COC(=O)c1ccccc1N=C(SC)N(C)C,-0.7%,10.6%,-2.9%[46.1 µM],2.2%,-0.1%,-4.1%[38.3 µM],3.1%
Cc1ccsc1/C=C/C(=O)O,-0.1%,3.4%,11.2%,2.9%,0.5%,3.0%,10.6%[46 µM]
Cc1nc2ccccc2c2c1CC(C(C)(Cl)Br)O2 (centres undefined),1.0%,-4.8%,-5.7%,/,9.8%,/,/
CCCn1nc(NC(=O)C2CCCO2)c2cc3ccc(C)cc3nc21 (centres undefined),3.0%,12.2%,-19.2%,/,29.4%,/,/
O=C(Nc1ccccc1)C(=O)Nc1cccnc1,0.5%,-8.3%,-16.2%,/,0.0%,/,/
COc1cccc(NC(=S)N(Cc2ccccn2)Cc2ccccc2Cl)c1,1.1%,-2.6%,-48.8%,-1.2%,4.4%,17.1%,-14.5%[46 µM]
CCCCOc1ccc(/C=N/NC(=O)c2csc(C)c2C)cc1,-1.0%,-0.1%,?,-3.6%,2.3%,37.6%[activator][38.3 µM],25.5%
Cc1nnc(NC(=O)CSc2nc3ccccc3o2)s1,-1.2%,4.6%,-15.8%[46.1 µM],-2.6%,11.8%,1.0%,?
